SSB-PriA inh: inhibitors of Klebsiella pneumoniae PriA binding to SSB C-terminal tail, primary screen, biochemical, AlphaScreen | 430,000 compounds, 0.6% hits | inhibition, % at 33 µM | PriA–SSB C-terminal tail interaction (Klebsiella pneumoniae) | AlphaScreen SSBct-PriA binding, biotinylated peptide; in the data active = inhibition mostly above about 37%, no sharp cut-off; inactive = mostly below about 20%;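 also: plate controls were negative control peptide for no effect and reference peptide for full effect; strong numbers were not always called active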
Active calls of the source: *; & = joins results of further samples.

SMILES	SSB-PriA inh
Cc1ccc2[nH]c3c(=O)n(CCC(=O)N4CCN(c5cccc(C(F)(F)F)c5)CC4)cnc3c2c1	-5
CCOc1ccc(-c2nc(CSc3nc4ccccc4c(=O)n3C(C)C)c(C)o2)cc1	-9
Cc1ccc(S(=O)(=O)Nc2nc(CC(=O)N3CCN(c4ccccc4F)CC3)cs2)cc1	-3
CC(=NNC(=O)c1ccc(C(=O)NN=C(C)c2ccco2)o1)c1ccco1	-4
CC(C)c1csc(CCN)n1	-9
CC(C)CC(=O)NCCn1ncc2c(N3CCCC3)ncnc21	-1
Cc1c(C(=O)N2CCN(C(=O)c3ccco3)CC2)c(C(F)(F)F)nn1C(C)C	-22
CC(C)C(=O)Nc1ccc(C(=O)NCCNC(=O)c2cccs2)cc1	2
Cc1cccc(CC(=O)Nc2cc(C)nn2-c2nc(-c3cccs3)cs2)c1	-3
CCc1nc2c(sc3cccc(F)c32)c(=O)n1CC(=O)Nc1ccc(C)c(C)c1	0

A different layout for two compounds above.
molecule,SSB-PriA inh
CC(=NNC(=O)c1ccc(C(=O)NN=C(C)c2ccco2)o1)c1ccco1,-4
CC(C)C(=O)Nc1ccc(C(=O)NCCNC(=O)c2cccs2)cc1,2

Other results
SMILES	SSB-PriA inh
O=C(NCc1ccc2c(c1)OCO2)Nc1nc(CSCc2ccc(F)cc2)cs1	-6&4
O=C(NCCC(O)c1ccsc1)C1CC=CCC1 (configuration not stated)	-2
COc1ccc(Oc2ccc(C=NNC(=O)c3cccnc3)cc2[N+](=O)[O-])cc1	20
Cc1ccc(S(=O)(=O)NCCc2nnc3ccc(SCc4cccc(F)c4)nn23)cc1	0
O=S(=O)(NCCn1ccc(-c2ccncc2)n1)c1ccc2c(c1)OCCO2	-14
CC(=NNC(=O)CC#N)c1cc2ccc(O)cc2oc1=O	-13
CC1(C)Cc2cccc(OCCCS(=O)(=O)N3CCN(c4cccc(C(F)(F)F)c4)CC3)c2O1	-7
O=C(NCc1ccc(F)cc1)N1CCC(c2nnc(C3CC3)s2)CC1	-26&-4
COc1nn(C)cc1-c1nnc(SCC(=O)OCc2ccccc2)n1C	6
Cc1ccc(NC(=O)CCC(=O)NN=Cc2ccc(O)cc2)cc1	2
COc1cc(C(=O)NCCn2ncc3c(=O)n(Cc4ccc([N+](=O)[O-])cc4)cnc32)cc(OC)c1OC	-3
CCOC(=O)c1cnn2ccc(NC(=O)Cc3ccccc3Cl)cc12	-8
O=C(Cc1ccccc1Cl)N1CCSC(c2ccco2)CC1 (configuration not stated)	-6
COc1cccc2cc(C(=O)N3CCOC(c4cc(Cl)cc(Cl)c4)C3)oc12 (configuration not stated)	-24
O=C(c1ccccc1)c1ccccc1C(=O)N1CCC(Oc2ncccc2Cl)CC1	6
O=S(=O)(c1cccnc1)N1CCS[C@H](c2ccccc2Cl)CC1	-8
COc1ccccc1C1(C(=O)NCC(O)c2ccc3c(c2)CCO3)CCOCC1 (configuration not stated)	-5
CCCCCNC(=O)Cn1cnc2c([nH]c3ccc(C)cc32)c1=O	-2
Cn1cc(-c2cccs2)nc1CCNC(=O)c1cc(-c2ccco2)on1	14
COc1ccc(C=NNC(=O)Nc2cccc3nsnc23)cc1	-8
COC(=O)Nc1nc(CC(=O)Nc2ccc(OC)c(Cl)c2)cs1	-3
Cn1c(=O)c2c(SCC(=O)Nc3cc(C(F)(F)F)ccc3Cl)nc(-c3cccs3)nc2n(C)c1=O	-15
COc1ccc(/C=C/C(=O)NCCN2CCn3cc(OC)c(=O)cc3C2=O)cc1OC	7
CC1Oc2ccccc2OC1C(=O)NC1CCC(Oc2nccnc2C#N)CC1 (configuration not stated)	6
CC(C)(C)c1ccc(C(=O)NCC(=O)N/N=C\c2cccs2)cc1	5
CCOc1cc([C@@H]2C(=C(O)c3ccc(Cl)cc3)C(=O)C(=O)N2c2ccccn2)ccc1O	-11
O=C(CS(=O)(=O)c1ccc(F)cc1)Nc1nc(-c2ccc3c(c2)CCCC3)cs1	-2
O=C(NCCOc1ccccc1)c1ncc(-c2ccc(Cl)cc2)o1	-4
Cc1cc(C)c(S(=O)(=O)NC(C)Cn2cncn2)c(C)c1 (configuration not stated)	-5
Cc1ccc(-c2ccc(=O)n(CCCC(=O)Nc3ccc(OC(F)(F)F)cc3)n2)cc1	-5

Reprinted at random: six compounds from above, in no set order.
SMILES	SSB-PriA inh
O=C(NCCC(O)c1ccsc1)C1CC=CCC1 (configuration not stated)	-2
CCOc1cc([C@@H]2C(=C(O)c3ccc(Cl)cc3)C(=O)C(=O)N2c2ccccn2)ccc1O	-11
Cn1cc(-c2cccs2)nc1CCNC(=O)c1cc(-c2ccco2)on1	14
COc1cc(C(=O)NCCn2ncc3c(=O)n(Cc4ccc([N+](=O)[O-])cc4)cnc32)cc(OC)c1OC	-3
Cc1ccc(-c2ccc(=O)n(CCCC(=O)Nc3ccc(OC(F)(F)F)cc3)n2)cc1	-5
O=C(CS(=O)(=O)c1ccc(F)cc1)Nc1nc(-c2ccc3c(c2)CCCC3)cs1	-2

Back to the main list; the 6 compounds before the break are reprinted first.
SMILES	SSB-PriA inh
CC(C)(C)c1ccc(C(=O)NCC(=O)N/N=C\c2cccs2)cc1	5
CCOc1cc([C@@H]2C(=C(O)c3ccc(Cl)cc3)C(=O)C(=O)N2c2ccccn2)ccc1O	-11
O=C(CS(=O)(=O)c1ccc(F)cc1)Nc1nc(-c2ccc3c(c2)CCCC3)cs1	-2
O=C(NCCOc1ccccc1)c1ncc(-c2ccc(Cl)cc2)o1	-4
Cc1cc(C)c(S(=O)(=O)NC(C)Cn2cncn2)c(C)c1 (configuration not stated)	-5
Cc1ccc(-c2ccc(=O)n(CCCC(=O)Nc3ccc(OC(F)(F)F)cc3)n2)cc1	-5
O=C(Cn1c(-c2ccccn2)nc2ccccc21)NN=Cc1ccccn1	8
O=C(Nc1ccc2c(c1)C(=O)NC2=O)c1ccc(Cc2ccccc2)cc1	-9
NC(=NOC(=O)CCC1CCCC1)c1ccccc1	-78
O=c1[nH]c2ccc(S(=O)(=O)Nc3cccc(C(F)(F)F)c3)cc2[nH]1	-8
O=C(CSCc1ccccc1)N1CCN(Cc2nc(-c3ccco3)cs2)CC1	-5
COc1ccc([C@H]2CCCCN(S(C)(=O)=O)C2)cc1	-7
O=C(NCCCN1CCOC(c2ccccc2)C1)C(=O)Nc1ccc(F)c(Cl)c1 (configuration not stated)	-1
O=c1[nH]c(NCCCN2CCOCC2)nnc1-c1ccccc1	1
O=C(Nc1ccc(N2CCCCC2=O)cc1)c1ccccc1	-19
O=C(O)Cc1cc(=O)[nH][nH]1	-14

Among those listed so far, these contain a cyano group.
SMILES	SSB-PriA inh
CC(=NNC(=O)CC#N)c1cc2ccc(O)cc2oc1=O	-13
CC1Oc2ccccc2OC1C(=O)NC1CCC(Oc2nccnc2C#N)CC1 (configuration not stated)	6

Further entries.
SMILES	SSB-PriA inh
O=c1cc(NN=Cc2ccccc2)[nH]c(=O)[nH]1	-7
CCOC(=O)c1csc(NC(=O)CSc2ccccc2)n1	-13
CCOC(=O)c1csc(NC(=O)c2ccno2)n1	-24&-13
Cc1ccc2c(c1)NC(=O)c1cc(NC(=O)c3c(-c4ccccc4Cl)noc3C)ccc1O2	-7&4
COc1cc(N2CCC(C(=O)NCc3ccc4c(c3)OCO4)CC2)ncn1	0
Cc1ccc2sc(NNC(=O)c3cccs3)nc2c1C	26
O=C(Nc1nnc(-c2ccc3c(c2)OCO3)o1)c1sc2ccccc2c1Cl	-16
CC(=O)Nc1ccc(Cl)c(NC(=O)c2cccc(S(=O)(=O)N3CCOCC3)c2)c1	-24
COc1cc(C=NNC(=S)NCCN2CCOCC2)cc(OC)c1OC	1
O=S(=O)(c1ccccc1)c1nc(NCC2CCCO2)sc1Cl (configuration not stated)	-24
Oc1ccccc1C=NNC(=S)NCCc1ccccc1	1
COC(=O)NCc1cc(C)oc1C	-8
CCC(=NNC(=O)COc1ccc(Br)cc1)c1ccc(OC)c(OC)c1	-6
COc1ccc(CC(=O)Nc2nnc(-c3ccc(S(=O)(=O)N(C)C)cc3)o2)cc1C	-17
CCn1c(COc2ccc(Cl)c3cccnc23)nnc1SCC(N)=O	-5&2
Cc1nc(C)c(C(=O)NCCn2ncc3c(N4CCOCC4)ncnc32)s1	-4
CCOc1ccc(C(=O)Nc2nnc(-c3ccc(Cl)s3)o2)cc1	-1
CCN(Cc1ccccc1)S(=O)(=O)c1ccc(C(=O)Nc2sccc2C(=O)OC)cc1	2
CCOc1cc(N2CCN(C(=O)c3ccccc3C(F)(F)F)CC2)nc(C)n1	-12
Cc1cc(NC(=O)CCn2cncn2)no1	-8
Cc1ccc2c(c1)c(-c1ccccc1)c(-c1ccccc1)n2CC(O)Cn1c(C)cc(C)nc1=O (configuration not stated)	-11
Cc1nn(C(=O)c2ccccc2-c2ccc(C(F)(F)F)cc2)c(C)c1Sc1ccccc1[N+](=O)[O-]	17
Cc1ccccc1-c1noc(Cn2cccc2C(=O)N2CCN(c3ccccc3F)CC2)n1	-17
Cc1cc(=O)[nH]c(-n2nc(-c3cccs3)cc2NC(=O)/C=C\c2ccccc2)n1	3
Cc1nnc(CNC(=O)[C@@H]2CSCCC(=O)N2)o1	-6
NS(=O)(=O)c1ccc(NC(=O)CSc2nnc3scc(-c4ccc(Cl)cc4)n23)cc1	-19&9
COc1ccc(CN2CCN(c3cc(C)nc4c(-c5ccccc5)c(C)nn34)CC2)cc1F	-14
COc1cccc(Sc2ccc(N3CCC(C(=O)N4CCN(c5ccccn5)CC4)CC3)nn2)c1	5
Cc1cccc2sc(NCCN3CCOCC3)nc12	23
COc1ccc(-c2ccc(N3CCN(C(=O)c4cccs4)CC3)nn2)cc1OC	-7&-7
CC(C)Oc1ccc(C=NNC(=O)C(CSCc2ccccc2)NC(=O)c2ccc([N+](=O)[O-])cc2)cc1 (configuration not stated)	-8
O=C(Nc1ccc(-c2ccc3nnc(-c4ccncc4)n3n2)cc1)c1ccccc1Cl	-14&5
CC(C)(C)NC(=O)NCC1COC2(CCCCC2)O1 (configuration not stated)	-7
CCn1cc(C(=O)NCc2ccc(C(C)C)cc2)c(S(=O)(=O)N2CCSCC2)n1	-20
Cn1cccc1/C=N\NC(=O)C12CC3CC(CC(C3)C1)C2	10
Cc1nc(C)c(C(=O)N2CCN(c3ccc(-c4cccs4)nn3)CC2)s1	9
CC(C)NC(=O)C(=O)NCC(c1ccco1)N(C)C (configuration not stated)	-9
Cc1ccc(C=NNC(=O)CNC(=O)c2cccs2)cc1	-5
CCOc1cccc2sc(=NC(=O)c3ccc(C)c(C)c3)n(CC)c12	-1
c1cc(CN2CCNCC2)cs1	4
C/C(=C\c1ccco1)[N+](=O)[O-]	26
CSc1cccc(NC(=O)NC2(c3nc(-c4cnccn4)no3)CCCCC2)c1	-13
Cc1nc2cc(NC(=O)c3ccc4c(c3)OCCO4)ccc2s1	6
CCOc1ccc(-c2nc(NC(=O)Cc3ccc(S(C)(=O)=O)cc3)sc2C)cc1	12
CSc1ccc(Cc2nnc(NC(=O)Cc3ccc4c(c3)OCO4)o2)cc1	-1
CC(C)c1nnc(C2CCN(S(=O)(=O)c3ccc(F)cc3F)CC2)o1	-2
CS(=O)(=O)N(Cc1ccoc1)Cc1cccs1	-23
O=C(CC1CCCCN1S(=O)(=O)c1ccccc1)Nc1nc2ccccc2s1 (configuration not stated)	29
CN1CCN(C(=O)Cc2csc3nc(-c4ccc(F)cc4)cn23)CC1	-5
CCOc1ccc(Br)cc1C(=O)NN=Cc1cccnc1	-7
Other results follow:
SMILES	SSB-PriA inh
Cn1c(=O)c2c(ncn2CC(=O)N2CC(n3cc(-c4ccccc4)nn3)C2)n(C)c1=O	-5
Cc1cc(C)n(-c2ccc(N3CCN(C(=O)c4ccc(F)cc4Cl)CC3)nn2)n1	0
COC(=O)C1C(=N)Oc2c(oc(CO)cc2=O)C1c1cccc(OC)c1OC (configuration not stated)	-11
CCc1ccccc1NC(=O)CSc1nccc(N2CCN(c3ccccc3OC)CC2)n1	0
O=c1c(SCc2cccc([N+](=O)[O-])c2)nccn1-c1ccc(F)cc1	40*
O=C(c1ccc2c(c1)OCO2)N(Cc1ccoc1)Cc1cccs1	2
Cc1ccccc1-c1ccc(=O)n(CC(=O)N2CCOCC2)n1	8
O=S(=O)(CCc1ccccc1)N=Cc1cccs1	-6
OCc1nc2ccccc2n1Cc1ccc(F)cc1	-1
COc1cn2c(cc1=O)C(=O)N(CCNC(=O)c1cccc3ccccc13)CC2	-5
COc1ccccc1NC(=O)N1CCC(c2nnc(-c3ccc(F)cc3)o2)CC1	-12
C(=NN1CCN(c2ccccn2)CC1)c1ccco1	-6
CCOC(=O)Cc1csc2nc3sc4c(c3c(=O)n12)CCC4	-3
Cc1ccc(C=NNC(=O)c2ccoc2C)o1	-6
CN1C(=O)Cc2cc(NC(=O)CSC3CCCC3)ccc21	5
O=C(COc1cccc2c1CCN(Cc1ccc(Br)cc1)C2=O)Nc1ccc2c(c1)OCO2	-17
CCc1ccc(C(C)=NNC(=O)c2ccccn2)cc1	-2
O=C(c1cc2nc(-c3cccs3)cc(C(F)(F)F)n2n1)N1CCN(C(=O)c2ccco2)CC1	4
CN(C)CCCN1C(=O)C(=O)C(=C(O)c2ccncc2)C1c1ccccc1 (configuration not stated)	-14
Cc1ccc(C=NNC(=O)CCCOc2ccc(Cl)cc2Cl)cc1[N+](=O)[O-]	-14
O=C(Cc1nc(-c2ccccc2)cs1)Nc1ccccc1	-1
O=C(N/N=C\c1ccc(-c2cccc([N+](=O)[O-])c2)o1)c1ccncc1	9
Cc1ccc(-n2cc(-c3ccccc3)c3c(NC4CCCCC4)ncnc32)cc1	-13
Cc1nn(-c2ccccc2)c2sc(C(=O)NC3CCSC3=O)cc12 (configuration not stated)	2
CC(C)(C)c1csc(CN2CCN(S(=O)(=O)c3cccnc3)CC2)n1	-7
O=C(CC(c1ccccc1)c1ccccc1)NCCCS(=O)(=O)N1CCN(c2ccccn2)CC1	-25&-6
CSc1ccc([C@@H](O)CNC(=O)c2cccc(Cl)c2)cc1	3
CCCc1c(C(=O)NN=C/C(C)=C/c2ccccc2)nnn1-c1nonc1N	-2
COC(=O)c1ccc(Cl)c(NC(=O)CCC2CCCCC2)c1	-6
COCC(=O)N1CCCc2ccc(NC(=O)c3ccccc3S(=O)(=O)C(F)F)cc21	-13

Bioassay records from PubChem.

Only part of the results is shown; count on the stated rates, not on these rows.
